Assay outcomes as filed in PubChem BioAssay.
Pf Dd2 inh = qHTS Primary assay for Inhibitors of Plasmodium falciparum Dd2 growth in vitro | actives 4.3% (n = 120,000) | AID 1347417, 2020 | Potency, µM (top dose mostly 28.9 µM), without a hit: at the top dose activity, negative = inhibition, actives largely listed as inhibitors | P. falciparum Dd2 growth, SYBR Green, 72 h; active = well fitted inhibition curve with a large enough effect; inconclusive = small, poorly fitted or top-dose-only effect; inactive = no such curve, though single readings can be large or run the other way;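 also: plate controls were DMSO vehicle for no effect and reference drug for full effect; nearly all actives have a fitted effect of over 65% in size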
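Readout: SYBR Green fluorescence, 485 nm excitation, 535 nm emission, after ~16 h lysis at 37C. Before that, Dd2-infected red cells (2.5% hematocrit) grew 72 h with compound, 29 uM top final concentration.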
Starred values were filed as active, the others as inactive; i = inactive; ? = inconclusive; ! = not active in a repeat; [ ] = another dose, or the depositor's remark. Potency is read from the fitted curve at half-maximal effect.

SMILES,Pf Dd2 inh
CCOc1ccc(C(=O)Nc2cccc(C(=O)OCc3cc(=O)n4cc(C)sc4n3)c2)cc1,112%[activator]
O=C(CN1C(=O)C(c2ccccc2)=NC12CCCC2)Nc1ccc(C(F)(F)F)cc1,-6%
COc1ccc(C(=O)N2CCC(n3cc(C(C)(C)C)nn3)CC2)c(OC)n1,3%
Cc1nn(C(=O)c2cccc([N+](=O)[O-])c2C)c(C)c1S(=O)(=O)N1CCCCCC1,-9%
CCN1CCCCC12Cc1ccccc1CN(C(=O)C(C)C)C2 (stereo not given),?
CN(Cc1cccnc1)c1nc2c(c(=O)[nH]1)CCN(Cc1cccc(C#N)c1)CC2,9%[5.79 µM]
CC(C)C(=O)N1Cc2ccccc2CC2(CCCN(Cc3ccccc3)C2)C1 (stereo not given),3.5µM*
COc1cccc(CN2C[C@@H](COCC3CC3)[C@H](c3ccncc3)C2)n1,11µM*
O=C(C1CCCC1)N1CCC(Oc2cnc3c(ccn3-c3cncnc3)c2)CC1,i
O=C(NCc1csc(Cc2ccccc2)n1)C1NCCc2[nH]cnc21 (stereo not given),1%
Cc1ccccc1NC(=O)C(=O)NCC1(c2ccccc2)CCCC1,-23%
O=C(c1ncccn1)N1CCNc2cnc(Nc3ccc(-n4ccnc4)cc3)nc2C1,19%[44.1 µM]
O=C(NCCC1CCN(C(=O)Nc2cc(F)cc(F)c2)CC1)c1cccs1,-22%
COc1ccc(C)cc1Nc1nc2cc(Cl)c(Cl)cc2nc1-n1nc(C)cc1C,55%[activator]
Cc1nncn1C1CCN(S(=O)(=O)c2ccccc2Cl)CC1,?
COc1ccc(CN2CCc3nc(N(C)C)[nH]c(=O)c3CC2)cc1CN1CCOCC1,28%[5.79 µM]
Cc1ccc(NS(=O)(=O)c2cnc(N)nc2)c(C)c1,4%
CCOc1cc(S(=O)(=O)n2ccnc2C(C)C)ccc1Cl,13%
CCC(C)NC(=O)c1ccccc1NC(=O)CN1C(=O)c2cccc3cccc1c23 (stereo not given),i
CNC(C)c1ccc(Oc2ccccc2)cc1 (stereo not given),11µM*
COc1cccc(C(=O)NC2CCN(c3cc(-c4ccccc4)[nH]n3)CC2)c1OC,-7%
CC(=O)Nc1ccc(NC(=O)c2ncoc2-c2ccco2)cc1,45%[activator]
COc1cccc(NC(=O)CCN2C(=O)c3ccccc3Sc3ncccc32)c1,i
CCC(=O)N(C1CCOCC1)C1CCN(C(=O)c2ccncc2)CC1,i
O=C(c1cccc(F)c1)N1CCN2C(=O)N(Cc3ccccc3)C(=O)[C@H]2C1,i
C=CCC(CC=C)(CNC(=O)C(=O)Nc1ccc(C)cc1)c1ccccc1,i
CCN1c2cc(C(=O)Nc3ccc(SC)cc3)ccc2C(=O)N2CCCCC21 (stereo not given),i
OC1CCOC2(CCN(Cc3ccc(OC(F)(F)F)cc3)CC2)C1 (stereo not given),?
O=C(c1ccccc1)N1Cc2ccccc2CC2(CCCCN2CC2CCNC2)C1 (stereo not given),-5%
COc1ccccc1N1CCN(C(=O)[C@H]2CN3CCC2C[C@@H]3Cn2cc(COc3ccccc3)nn2)CC1 (stereo not given in full),10%
COc1ccc(NC(=O)C2CCN(S(=O)(=O)c3cccc(-c4noc(C)n4)c3)CC2)cc1OC,-12%
O=C(NCC1CCNCC1)c1ccc(C2CCNC2)cc1 (stereo not given),8%
O=c1ccc(-c2ccccc2)c2n1C[C@H]1C[C@@H]2CN(S(=O)(=O)c2cccs2)C1,?
Cc1noc(C)c1[S+](=O)([O-])N1CCC(N2CCC[S+]2(=O)[O-])CC1,i
O=C(c1cc(Cl)ccc1F)N1CCCN(c2cc(-c3ccccc3)[nH]n2)CC1,i
Cc1cccc(C(=O)N2c3ncnn3C3(CCCCC3)[C@@H]3CCCC[C@@H]32)c1,?
Cc1ccc(NC(=O)CN2C(=O)C(c3ccc(F)cc3)=NC2(C)C)c(C)c1,10%
COc1ccccc1-c1nc(C(=O)NCc2cccnc2)n2ccncc12,10µM*!
Cc1noc(C)c1CO[C@@H]1CCOC[C@H]1NC(=O)c1ccc2c(c1)CCCO2,3%
O=C(Cn1c(=O)n(Cc2ccco2)c(=O)c2ccccc21)Nc1cccc(F)c1,?
Cc1ccc(CNC(=O)C2COc3ccccc3C2)cc1 (stereo not given),12%
Cc1ccc(C)c(N2CCN(c3nc4ccccc4c4nc(-c5cccnc5)nn34)CC2)c1,16%
Cc1ccccc1NC(=O)Cn1c(C)cc2nc3n(c(=O)c21)CCCCC3,-22%
Cc1nc([C@H]2CCN(Cc3cccc(C#N)c3)C[C@H]2NC(=O)C2CC2)n[nH]1,-25%
Cc1ccc(CN2CCc3nc(N4CCN(C)CC4)ncc3C2)cc1,i

Next results follow:
molecule | Pf Dd2 inh
NC1CCCCN(C(=O)c2csc(Cc3ccccc3)n2)C1 (stereo not given) | -29%
COc1ccc(NC(=O)CCc2cc3cc(C)ccc3[nH]c2=O)c(OC)c1 | ?
Cc1cccc(C)c1NC(=O)C1CCN(S(=O)(=O)c2cccc3nsnc23)CC1 | 16%
COc1ccc(CCNS(=O)(=O)c2ccc(N3CCCCS3(=O)=O)cc2)cc1 | i
FC(F)(F)c1ccc2c(c1)nc1n2[C@@H](CNCc2ccccc2)COC1 | ?
CCN(CC)CCNC(=O)C1CCCN(c2nnc(C)c3c(C)n(-c4ccc(Cl)cc4)nc23)C1 (stereo not given) | 11µM*
CCOC(=O)CCNC(=O)N1CCCOCCNC(=O)[C@@H]2CCC[C@@H]21 | -11%
COc1ccc(-n2nnnc2C2CCN(S(=O)(=O)c3ccc(F)cc3Cl)CC2)cc1 | -5%
CCOC(=O)c1c(C)oc2nc(C)nc(NCCc3ccc(C)cc3)c12 | -10%
CCc1ccc(CNC(=O)c2cc3cc4ccc(OC)cc4nc3o2)cc1 | ?
Cc1ccccc1NC(=O)c1c(NC(=O)Cc2ccccc2)sc2c1CCC2 | ?
Cc1ccc(CN2C[C@H]3CN(Cc4cccc(OC(F)(F)F)c4)CCN3C2=O)cc1 | i
COc1ccc(-c2cc(C[C@@H]3CC[C@H](O)[C@@H](CNCc4ccccc4OC)O3)no2)cc1 | ?
COc1cccc(NC(=O)CCC2CCN(C(=O)C(C)n3cncn3)CC2)c1 (stereo not given) | -11%
COc1ccc(CC(=O)N2CCC(c3n[nH]c(=O)n3Cc3ccc(F)cc3)CC2)cc1 | i
Cc1cccc2[nH]c(CNC(=O)C3CCC(=O)N(CC4CCCCC4)C3)nc12 (stereo not given) | -24%
Cc1cccc(OCCSc2nc3ccc(NC(=O)COc4ccccc4C)cc3s2)c1 | -20%
CCc1[nH]c2ccc(CNC(=O)Cc3cnc4c(C)cccn34)cc2c1C | -30%
COC(=O)c1cc(NC(=O)c2cnc(SC)nc2-c2ccccc2)cc(C(=O)OC)c1 | 3%
CCCCn1c2ccc(F)cc2c2nnc(SCCN3CCCCC3)nc21 | ?
Cc1ccc(NC(=O)CSc2nc3c(oc4ccccc43)c(=O)n2Cc2ccco2)cc1F | 7%
Cc1ccccc1C(=O)Nc1sc2c(c1C(=O)N1CCC(C)CC1)CCCC2 | ?
O=S(=O)(N[C@H]1CO[C@H]2[C@@H]1OC[C@@H]2Nc1nccc(-c2ccc3c(c2)OCO3)n1)c1ccc2ccccc2c1 | -8%
CCC12CN3CC(C)(CN(C1)C3c1c(C)[nH]c3ccccc13)C2=O (stereo not given) | 21%
c1ccc(Oc2ccc(Nc3ncc(-c4cncnc4)c4c3OCC4)cc2)cc1 | ?
Cc1noc([C@H]2CCN(C(=O)NCc3ccc(F)cc3)C[C@H]2NC(=O)C2CCOCC2)n1 | 20%
CC(C)(C)OC(=O)N1CCC(c2c(C(=O)NC3CCCCC3)cnn2-c2cccc(F)c2)CC1 | ?
CCC1(N2CCN(C(=O)Nc3cc(C)ccc3OC)CC2)CCN(C(=O)C(C)C)C1 (stereo not given) | ?
COCCN1C(=O)c2cccn2CC1CNC(=O)c1ccccc1F (stereo not given) | 23%
Cc1cc(C)cc(OCC(=O)N2CCC(c3nc4ccccc4o3)CC2)c1 | 9%
O=C(O)c1cccc(-n2cnc3cccnc32)c1 | 27%
CCCS(=O)(=O)N1CCC(c2noc(-c3cnccn3)n2)C1 (stereo not given) | 22%[5.79 µM]
CCCCOc1ccc(C(=O)N2CCC(c3n[nH]c(=O)n3-c3ccccc3)CC2)cc1 | ?
Cc1ccsc1C(=O)NCCc1noc(-c2cccnc2)n1 | 21%
CC(C)n1cc(-c2cc(C(=O)N3CCC(C)(C)C3)c3ccc(F)cc3n2)cn1 | ?
CCOc1ccc(CN(C(=O)c2cc(=O)c3cc(Cl)ccc3o2)C2CCS(=O)(=O)C2)cc1 (stereo not given) | -27%
C=C[C@H]1CN2CC[C@H]1C[C@@H]2CNS(=O)(=O)c1ccccc1 | i
CSc1ncc2c(n1)-c1ccccc1N(Cc1ccccc1C)S2(=O)=O | 76%[activator]
CCS(=O)(=O)N1CCC2(CC1)c1[nH]c3ccccc3c1CCN2C | ?
CCCCc1ccc(NC(=O)CN2C(=O)NC(c3ccc(C)cc3)C3=C2COC3=O)cc1 (stereo not given) | -19%
Cc1cc(F)ccc1Nc1nc2ccccc2n2nnnc12 | 13%
CC(C)CNC(=O)CC(c1cccc([N+](=O)[O-])c1)c1c[nH]c2ccccc12 (stereo not given) | i
O=C(Nc1ccc(-c2nnc3n2CCCC3)cc1)c1cc(C2CC2)[nH]n1 | i
COCCN1C(=O)[C@H]2CN(Cc3ccc(OC)c(OC)c3Cl)C[C@H]2C1=O | -23%
O=C(c1cccc(C(F)(F)F)c1)N1CC(CO)C2(CCNCC2)C1 (stereo not given) | 6%
O=C(Nc1ccccc1)c1ccc2c(O)c(S(=O)(=O)c3ccc(Cl)cc3)c(=O)[nH]c2c1 | 11%
Cc1cc(C)n(Cc2c(C(=O)NCC34CCC=C3N(C)C(=O)CC4)noc2C)n1 (stereo not given) | -13%
Cc1ccc(NC(=O)c2ccc3c(c2)N(C)C2CCCCCN2C3=O)cc1F (stereo not given) | -13%
COc1ccccc1N1CCN(CC[C@H]2CN(C(=O)Nc3ccc(C(F)(F)F)cc3)CC[C@H]2CC(=O)O)CC1 | ?
COc1ccc(C)cc1NC(=O)C1CCCN(S(=O)(=O)c2ccc3c(c2)oc(=O)n3C)C1 (stereo not given) | i
Cc1ccc(C2Cn3nnc(C(=O)N4CCC(C(=O)Nc5ccc(Cl)c(C)c5)CC4)c3CO2)cc1 (stereo not given) | i
Nc1c(C(=O)Nc2ccc(Cl)c(C(F)(F)F)c2)sc2nc3c(cc12)N1CCC3CC1 | 2.8µM*
O=C(NCc1ccccc1)[C@H]1CN2CCC1C[C@@H]2Cn1cc(CCO)nn1 (stereo not given in full) | -6%[44.1 µM]
CC(C)C[C@H](CO)NC(=O)C[C@@H]1c2nc(NC(=O)c3c(F)cccc3F)sc2C[C@@H]2[C@](C)(CO)[C@H](O)CC[C@]21C | ?
CCc1ccc(N2CC(c3noc(-c4ccc5c(c4)OCO5)n3)CC2=O)cc1 (stereo not given) | 46%[activator]
CCn1cc(S(=O)(=O)N2CC[C@H](CNC(C)=O)[C@H](N(C)C)C2)cn1 | 26%
Cc1ccccc1OCc1nc(C2CN(C(=O)c3cc4ccccc4[nH]3)C2)no1 | ?
COc1ccc2occ(CC(=O)Nc3ccc(S(=O)(=O)Nc4nc(C)cc(C)n4)cc3)c2c1 | 12%
CN(C)C[C@@H]1CN(S(C)(=O)=O)C[C@H]1NC(=O)c1cnn(C)c1 | 51%[activator]
O=C(NC[C@H]1O[C@H](Cc2cc(-c3ccccc3)on2)CC[C@@H]1O)c1ccncc1 | -10%[44.1 µM]

Retrieved by compound from above:
molecule | Pf Dd2 inh
CCS(=O)(=O)N1CCC2(CC1)c1[nH]c3ccccc3c1CCN2C | ?
Cc1noc([C@H]2CCN(C(=O)NCc3ccc(F)cc3)C[C@H]2NC(=O)C2CCOCC2)n1 | 20%
O=C(NCC1CCNCC1)c1ccc(C2CCNC2)cc1 (stereo not given) | 8%

By substructure, the entries above containing an aryl thioether with sulfur outside any ring
molecule | Pf Dd2 inh
CCN1c2cc(C(=O)Nc3ccc(SC)cc3)ccc2C(=O)N2CCCCC21 (stereo not given) | i
Cc1cccc(OCCSc2nc3ccc(NC(=O)COc4ccccc4C)cc3s2)c1 | -20%
COC(=O)c1cc(NC(=O)c2cnc(SC)nc2-c2ccccc2)cc(C(=O)OC)c1 | 3%
CCCCn1c2ccc(F)cc2c2nnc(SCCN3CCCCC3)nc21 | ?
Cc1ccc(NC(=O)CSc2nc3c(oc4ccccc43)c(=O)n2Cc2ccco2)cc1F | 7%
CSc1ncc2c(n1)-c1ccccc1N(Cc1ccccc1C)S2(=O)=O | 76%[activator]

Going on with the list:
molecule | Pf Dd2 inh
Cc1ccccc1C(=O)N1C[C@@H](CO)[C@H](c2ccncc2)C1 | 31%[activator]
COc1ccc(CCC(=O)NC(C)C(=O)N2CCN(c3ccccn3)CC2)cc1 (stereo not given) | i
COc1ccc(OC)c(CNC(=O)C2CCc3sc(C(=O)N4CCCC4)cc3C2)c1 (stereo not given) | i
Cn1ccc(NC(=O)c2ccc3c(c2)NC(C)(CNCc2ccccc2)CO3)n1 (stereo not given) | ?
COc1ccc(-c2cc(N3CCC(NC(=O)c4ccccc4)CC3)n[nH]2)cc1 | ?
CN1CC[C@H]2COC(=O)N2c2cc(F)ccc2C1 | -15%[44.1 µM]

This is a subset; count on the stated rates, not on these rows.
